Screens from PubChem.
FBW7 activator: FBW7 E3 ligase activators, primary screen, biochemical, AlphaScreen, human. AlphaScreen FBW7–phospho-cyclin E peptide binding, activator screen. normalized activity (activation), % at 26.1 µM. 650,000 compounds, 0.13% hits; in the data active means normalized activity above about 1.9%;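 further: purified mutant Fbw7 with reduced substrate affinity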
TEAD-YAP inh: TEAD-YAP interaction inhibition, primary screen, TEAD-YAP interaction inhibitor project, luminescence, HEK-TIYL cells; TEAD-Gal4/YAP UAS-luciferase luminescence; AID 1259422, 2018; inhibition, % at 9.12 µM; 640,000 compounds, 1.4% hits; in the data active means inhibition above about 32%;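 further: 0% = median of test compound wells and 100% = reference inhibitor wells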
GPR151 activ: activators of human GPR151, primary screen, cell-based, PathHunter beta-arrestin, luminescence. PathHunter beta-arrestin GPR151 cells. activation, % at 11.2 µM. 650,000 compounds, 1% hits; in the data active means activation above about 4.9%;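 further: 0% = median of compound wells and 100% = cells with positive control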
Target sequence (Q8TDV0 whole entry, looked up): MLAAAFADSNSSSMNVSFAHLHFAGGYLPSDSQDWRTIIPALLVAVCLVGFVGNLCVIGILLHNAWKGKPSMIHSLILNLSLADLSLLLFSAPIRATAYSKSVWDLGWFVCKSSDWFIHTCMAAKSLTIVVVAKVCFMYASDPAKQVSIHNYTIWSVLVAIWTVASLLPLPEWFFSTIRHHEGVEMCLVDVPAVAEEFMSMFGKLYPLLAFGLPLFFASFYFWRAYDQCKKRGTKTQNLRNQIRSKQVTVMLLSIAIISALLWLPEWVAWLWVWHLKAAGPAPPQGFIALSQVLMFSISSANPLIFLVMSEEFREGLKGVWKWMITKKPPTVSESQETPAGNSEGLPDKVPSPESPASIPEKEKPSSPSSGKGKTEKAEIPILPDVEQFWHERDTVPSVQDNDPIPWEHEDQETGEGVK
MITF primary: MITF inhibitors, primary screen, biochemical, AlphaScreen, human. AlphaScreen MITF homodimerization, bead proximity signal. inhibition, % at 2.6 µM. 650,000 compounds, 0.91% hits; in the data active means inhibition above about 50%;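 further: 0% = vehicle wells with protein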
Target sequence (O75030 whole entry, looked up): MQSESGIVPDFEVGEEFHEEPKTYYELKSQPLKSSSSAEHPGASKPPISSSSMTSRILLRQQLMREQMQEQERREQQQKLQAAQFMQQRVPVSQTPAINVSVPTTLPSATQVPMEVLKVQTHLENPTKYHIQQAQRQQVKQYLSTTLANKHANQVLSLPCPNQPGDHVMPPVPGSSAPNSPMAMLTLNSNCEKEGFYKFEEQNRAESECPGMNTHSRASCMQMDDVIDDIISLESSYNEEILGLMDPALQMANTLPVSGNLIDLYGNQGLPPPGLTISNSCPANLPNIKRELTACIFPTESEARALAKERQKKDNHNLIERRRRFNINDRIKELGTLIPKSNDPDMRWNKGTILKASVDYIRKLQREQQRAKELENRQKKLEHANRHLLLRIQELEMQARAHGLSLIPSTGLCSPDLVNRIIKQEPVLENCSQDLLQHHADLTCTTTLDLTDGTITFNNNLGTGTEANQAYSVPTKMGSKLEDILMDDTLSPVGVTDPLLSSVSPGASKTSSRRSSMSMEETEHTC
* hit, by the source's call.

SMILES | FBW7 activator | TEAD-YAP inh | GPR151 activ | MITF primary
CCOc1ccc(C(=O)NCc2cccs2)cc1 | 0.0 | -31.1 | 0.1 | 14.6
Cc1cc2oc(=O)cc(CN3CCNC(=O)C3)c2cc1C | 0.0 | 18.1 | 0.7 | 6.8
Cc1cccc(/C=C2\N=C(c3cccc([N+](=O)[O-])c3)OC2=O)c1 | 0.3 | -1.4 | 0.6 | 2.6
O=C(CSc1nc2ncccc2[nH]1)NC1CCCC1 | -0.1 | -1.6 | 0.4 | -4.8
Cc1ccc(C(=O)/C=C/NNC(=O)c2ccc(O)cc2)cc1 | 0.0 | -23.2 | 0.7 | 2.7
CCOC(=O)c1c(-c2ccccc2)oc2cc(Br)c(O)cc12 | 0.0 | -14.8 | 0.0 | -1.8
CCOC(=O)C1(Cc2ccccc2)CCCN(Cc2ccccn2)C1 (stereo unspecified) | 0.0 | -2.1 | 1.3 | 5.4
COc1ccc(S(=O)(=O)N2CCN(CCCc3ccccc3)CC2)cc1 | 0.0 | 1.9 | -1.0 | 47.4
O=C(Cc1cccc(F)c1)Nc1ccc(N2CCC(NCc3ccsc3)CC2)cc1 | -0.1 | -2.8 | 2.0 | 7.7
COC(=O)C1=C(C)N=c2s/c(=C/c3ccccc3)c(=O)n2C1c1cccs1 (stereo unspecified) | 0.2 | -0.1 | -0.1 | 13.1
O=C(NCCN1CCOCC1)c1cccc(-c2ccccc2)n1 | 0.5 | 2.4 | -1.2 | 18.0
Cc1cc(CN2C(=O)C(C)Oc3ccc(C(F)(F)F)cc32)no1 (stereo unspecified) | 0.0 | -4.4 | -0.1 | -7.3
CCOC(=O)c1ccccc1N/C=C(\C#N)C(=O)NCc1ccccc1 | 0.0 | 1.1 | -0.2 | 3.9
O=C(O)CCCCCNc1ncnc2scc(-c3ccccc3)c12 | 0.1 | -2.2 | -1.6 | 0.8
Cc1nn(C)c(C)c1CCC(=O)NCCOc1ccc(F)cc1 | 0.3 | 14.3 | 3.1 | 4.2
c1ccc(CNc2nc3ccccc3c3nc(-c4cccnc4)nn23)cc1 | 0.0 | 2.8 | -0.1 | 11.8
O=C1CCCN1CCCn1cnc2c([nH]c3ccccc32)c1=O | -0.2 | -3.7 | -2.2 | -382.2
N#Cc1ccccc1NC(=O)C(CC(=O)O)NCc1ccccc1 (stereo unspecified) | -0.1 | 5.6 | 2.1 | 1.1
O=C(CSc1nc2ccccc2c(=O)n1CCN1CCCC1)NCCC1=CCCCC1 | 0.1 | 5.0 | 0.5 | 12.8
O=C(Cc1cccs1)Nc1nnc(SCC(=O)N2CCCc3ccccc32)s1 | -0.1 | 1.1 | -0.3 | -0.4
O=C(Nc1cc(Cl)ccc1Oc1ccc(Br)c2ccccc12)c1cc(Cl)cc(I)c1O | -0.1 | 4.7 | 0.7 | -7.1
S=C(Nc1ccc2c(c1)OCO2)N1CCN(c2ccccn2)CC1 | 0.0 | -18.0 | 1.3 | -5.1
Cc1cccc(OCc2nc(-c3ccc(NC(=O)c4cccs4)cc3)no2)c1 | 0.1 | -65.0 | -0.7 | -6.7
CN1CCCN(c2cc(-c3cccc(CO)c3)nc3ccnn23)CC1 | -0.1 | 3.5 | 1.1 | -11.8
O=C1c2[nH]nc(-c3ccccc3O)c2C(c2ccc(F)cc2)N1CCCO (stereo unspecified) | 0.4 | 0.0 | 0.4 | 12.2

Two entries from above, field by field.
Cc1cc2oc(=O)cc(CN3CCNC(=O)C3)c2cc1C
  FBW7 activator: 0.0	TEAD-YAP inh: 18.1	GPR151 activ: 0.7	MITF primary: 6.8

Cc1ccc(C(=O)/C=C/NNC(=O)c2ccc(O)cc2)cc1
  FBW7 activator: 0.0	TEAD-YAP inh: -23.2	GPR151 activ: 0.7	MITF primary: 2.7

One compound at a time, as listed above.
Record of Cc1nn(C)c(C)c1CCC(=O)NCCOc1ccc(F)cc1 : FBW7 activator: 0.3; TEAD-YAP inh: 14.3; GPR151 activ: 3.1; MITF primary: 4.2
Record of CN1CCCN(c2cc(-c3cccc(CO)c3)nc3ccnn23)CC1 : FBW7 activator: -0.1; TEAD-YAP inh: 3.5; GPR151 activ: 1.1; MITF primary: -11.8
Record of N#Cc1ccccc1NC(=O)C(CC(=O)O)NCc1ccccc1 (stereo unspecified) : FBW7 activator: -0.1; TEAD-YAP inh: 5.6; GPR151 activ: 2.1; MITF primary: 1.1

(cont.)
SMILES | FBW7 activator | TEAD-YAP inh | GPR151 activ | MITF primary
FC(F)(F)c1ccc(Cn2cnc3c(NCc4nc5ccccc5[nH]4)nc(N4CCN(c5ccccn5)CC4)nc32)cc1 | 0.6 | -0.9 | 1.5 | 11.9
NC(=O)c1ccc(NC(=O)CN2CCN(c3ccc(F)cc3)CC2)cc1 | 0.0 | 10.1 | 1.1 | 3.1
CCCN1CCN(C(=O)CCC(=O)N2CC(C)Oc3ccccc32)CC1 (stereo unspecified) | 0.2 | 1.7 | 0.5 | -3.7
COc1ccc(N2CCN(c3cnccn3)CC2)cc1 | 0.0 | -11.4 | 0.7 | -4.6
Cc1ccc(C)c(N2C(=O)C3C(C2=O)N2CCCN2C3c2ccccc2)c1 (stereo unspecified) | -0.1 | 0.8 | 1.3 | 4.0
CCOC(=O)C(C)NC(=O)C(NC(=O)C1CCC(CC)CC1)C(C)C (stereo unspecified) | 0.2 | 2.8 | -0.7 | 9.9
CCOC(=O)c1c(NC(=O)C(C)Sc2nnc(CNC(=O)c3ccc(OC)c(OC)c3)n2C2CCCCC2)sc2c1CCC2 (stereo unspecified) | 0.4 | 11.9 | -1.2 | 3.4
CCOC(=O)c1cccc(NC(=O)CCc2c(C)nc3ncnn3c2C)c1 | -0.1 | 0.1 | 1.0 | -13.7
CC(=O)Nc1ccccc1NS(=O)(=O)c1cccs1 | -0.2 | 9.7 | -1.6 | 12.6
Cc1cccn2c(=O)c3cc(C(=O)Nc4cccc(F)c4)sc3nc12 | 0.0 | 2.8 | -2.0 | 8.2
COc1cccc(CN2CCN(C(=O)c3ccccn3)[C@@H](C)C2)c1 | 0.0 | 3.8 | 1.2 | 13.1
COc1cc(C(=O)Nc2cccc3nsnc23)cc(OC)c1OC | 0.3 | 9.2 | -0.1 | 1.8
O=C1c2cccc3c([N+](=O)[O-])ccc(c23)N1S(=O)(=O)c1ccccc1 | 0.1 | 1.6 | 0.2 | 0.9
COc1ccc2c(c1)CC(C(=O)Nc1ccc(-c3cn[nH]c3)cc1Oc1cccnc1)CO2 (stereo unspecified) | 1.3 | 12.8 | -1.5 | 27.3
Cc1ccc2ccc(S(=O)(=O)N3CCOCC3)cc2c1 | 0.1 | 1.9 | 2.2 | 1.1
Cc1ccc(C)c(N2CCN(c3ccc(C(=O)O)cc3[N+](=O)[O-])CC2)c1 | -0.2 | 7.9 | -0.2 | 2.6
O=C(CNc1ccccc1-c1nc2ccccc2[nH]c1=O)NCc1ccccc1 | -0.3 | -7.1 | -0.1 | -5.6
CN(Cc1ccc2nonc2c1)C(=O)CCc1nnc(CCCc2ccccc2)o1 | 0.1 | -22.4 | 0.2 | 9.5
CC(C)c1nnc(-c2cc3ccccc3n2CC(=O)NCc2ccccc2)o1 | 0.0 | 7.2 | 3.5 | 1.1
Cc1nc2c(nnn2Cc2ccccc2)c(=O)n1-c1ccccc1 | 0.0 | -6.4 | -0.3 | 1.5
CCOc1ccc(-n2c(CNC(=O)c3ccccc3)nnc2SCC(=O)N2N=C(c3cccs3)CC2c2ccc(OC)cc2)cc1 (stereo unspecified) | 0.1 | 0.5 | 1.0 | -21.1
CN(C)c1ccc(/C=C/CN2CCN(Cc3ccc4c(c3)OCO4)CC2)cc1 | -0.6 | -7.5 | 0.5 | 68.0*
CCC(=O)CC(O)(c1ccccc1)C(F)(F)C(F)F (stereo unspecified) | 0.9 | 9.3 | -0.3 | 9.0
COc1ccc(-c2ccc(/C=C3/C(=N)N4C(C)=CSC4=NC3=O)o2)c([N+](=O)[O-])c1 | -0.1 | 4.3 | 0.3 | 25.8
Cc1cc(NC(=O)CCCC(=O)Nc2ccc(C(F)(F)F)cc2)no1 | 0.7 | -5.0 | 0.0 | -0.6

Among those listed so far, two have a furan ring, fused or not.
SMILES | FBW7 activator | TEAD-YAP inh | GPR151 activ | MITF primary
CCOC(=O)c1c(-c2ccccc2)oc2cc(Br)c(O)cc12 | 0.0 | -14.8 | 0.0 | -1.8
COc1ccc(-c2ccc(/C=C3/C(=N)N4C(C)=CSC4=NC3=O)o2)c([N+](=O)[O-])c1 | -0.1 | 4.3 | 0.3 | 25.8

Of the compounds above, these have bromine.
SMILES | FBW7 activator | TEAD-YAP inh | GPR151 activ | MITF primary
CCOC(=O)c1c(-c2ccccc2)oc2cc(Br)c(O)cc12 | 0.0 | -14.8 | 0.0 | -1.8
O=C(Nc1cc(Cl)ccc1Oc1ccc(Br)c2ccccc12)c1cc(Cl)cc(I)c1O | -0.1 | 4.7 | 0.7 | -7.1

Next section:
SMILES | FBW7 activator | TEAD-YAP inh | GPR151 activ | MITF primary
FC(F)(F)Oc1ccc(Nc2nccc(NCCc3ccccn3)n2)cc1 | -0.1 | -6.2 | -0.3 | -2.5
Cc1cc(Cl)ccc1NC(=O)C12CCC(C)(C(=O)C1)C2(C)C (stereo unspecified) | 0.0 | 7.4 | -0.9 | -2.7
O=C(c1cccs1)N1N=C(c2ccccc2)CC1c1ccccc1Cl (stereo unspecified) | -0.2 | -2.4 | 1.9 | -3.2
CC(=O)N1CCc2cc(S(=O)(=O)NC(C(=O)O)C(C)C)ccc21 (stereo unspecified) | -0.1 | -4.9 | 3.1 | 11.3
Cc1cc(C(=O)NC(=S)Nc2ccccc2C(=O)O)ccc1[N+](=O)[O-] | -0.4 | 0.3 | -1.1 | -11.9
COCc1cc(CN2CCN(Cc3ccccc3F)C(CCO)C2)ccc1OC (stereo unspecified) | -0.2 | -2.9 | 2.0 | 11.1
COc1ccccc1NC1=C(Cl)C(=O)N(c2ccc(Cl)cc2)C1=O | -0.3 | 15.2 | 3.3 | -11.3
CC[C@@H]1NC(=O)[C@H]2CN(C(=O)c3ccc(C(F)(F)F)cc3)CCN2C1=O | 0.2 | 2.1 | 1.3 | -3.3
Cc1cc(C)nc(/N=C(\N)N2CCC(C)CC2)n1 | 0.6 | -18.7 | 0.3 | 17.7
CCN1CCCC1CNC(=O)c1ccc(-c2ccco2)nc1NCc1cccnc1 (stereo unspecified) | 1.9 | 5.6 | -1.1 | -6.5
COC(=O)c1ccc(CN2CCC(CO)(CCOc3ccccc3)CC2)cc1 | 0.1 | -3.9 | -1.9 | 5.8
Cc1ccc(-c2csc(NC(=O)CSCC(=O)N3CCCC3)n2)cc1 | 0.1 | -27.2 | 0.1 | 20.8
CC(C)(C)c1ccc(C(=O)N2CCN(c3ccc([N+](=O)[O-])c(N4CCOCC4)c3)CC2)cc1 | 0.1 | 7.7 | -0.1 | 9.0
Cc1cc(C(=O)CSc2nc(N)cc(=O)[nH]2)c(C)n1-c1ccc2c(c1)OCCO2 | -0.2 | 1.7 | -0.7 | 2.6
COc1ccc(C(C)=O)cc1CSc1nc(Nc2ccc(F)cc2)c2ccccc2n1 | 0.0 | -13.5 | 1.9 | -1.5
COC(=O)c1cc(S(=O)(=O)Nc2ccc(C(C)C)cc2)c[nH]1 | 0.1 | 8.0 | 2.7 | -9.5
CN(C)CCNC(=O)c1ccc2c(c1)CC(C(=O)Nc1ccc(-c3cn[nH]c3)cc1OCCN(C)C)CO2 (stereo unspecified) | 0.0 | -9.0 | -0.7 | 10.9
Cc1ccc2c(c1)C(O)(C(=O)NC(N)=O)C(=O)N2 (stereo unspecified) | -0.3 | -7.3 | -1.7 | -0.4
CC1Nc2ccccc2C(=O)N1NS(=O)(=O)c1ccccc1 (stereo unspecified) | 0.4 | -4.9 | -1.8 | 16.6
O=C(CCCCC(=O)Nc1ccc(F)cc1F)Nc1ccc(F)cc1F | 0.0 | 6.4 | 1.5 | 5.2
Cc1ccc2nc(-c3ccc(NC(=O)c4sc5ccccc5c4Cl)cc3)sc2c1 | 0.0 | -7.5 | -0.5 | -0.2
COc1ccc(C2(C(=O)NC(C)c3nc(-c4cccnc4)n[nH]3)CC2)cc1 (stereo unspecified) | -0.1 | 50.8* | 0.0 | 8.5
CCOC(=O)C1CCCN(Cn2[nH]c(-c3cccs3)nc2=S)C1 (stereo unspecified) | -0.1 | -3.3 | 0.3 | -2.9
CCCCN(C)C(=O)c1nc2ccccn2c1CN1CCN(Cc2cccc(F)c2)CC1 | 0.1 | 10.2 | -0.3 | 2.7
CCOC(=O)C1=C(C)N=c2s/c(=C/c3ccccc3F)c(=O)n2C1c1cccs1 (stereo unspecified) | 0.4 | -6.9 | -0.4 | 13.5
SMILES | FBW7 activator | TEAD-YAP inh | GPR151 activ | MITF primary
CC1=NOC(=O)/C1=C/c1ccc(N(C)C)c(Br)c1 | 0.7 | 9.0 | -0.5 | 34.0
CCc1nnc(NS(=O)(=O)c2ccc(NC(=O)Nc3ccc(OC)cc3)cc2)s1 | 0.0 | 8.0 | 4.3 | 6.5
O=C(Nc1ccccc1)/C(=C/c1ccc(Br)cc1)NC(=O)c1ccco1 | -0.2 | 1.7 | 2.7 | 7.7
CC(=O)Nc1cc(Br)ccc1O | -0.1 | 4.1 | 1.3 | 2.0
Cc1c(C(=O)Nc2ccc(F)cc2F)sc2ncn(CC(=O)Nc3ccc(C(C)C)cc3)c(=O)c12 | 0.0 | 5.6 | 0.2 | 1.4
CC1(C)CC(N(Cc2cccs2)C(=O)c2ccc(F)cc2)CC(C)(C)N1 | 0.1 | 7.6 | -0.8 | 10.8
O=C(Nc1ccc(NC(=O)c2cccnc2)cc1)c1ccc(Br)cc1 | 0.2 | 6.5 | -0.4 | 16.7
Cc1ccccc1-c1nc(/C=C2\C=Nc3ccccc32)c(O)o1 | 0.1 | -8.5 | 1.6 | 1.1

Rows are unselected. About 3.4% of those tested had a hit in this group.
